# GoLoco inh red: blocks human Gai1 binding to RGS12 GoLoco peptide, red readout; AID 880; 230,000 compounds, 0.44% hits; Gai1:RGS12 GoLoco peptide FP, rhodamine, 10 min; P63096; Potency, µM (doses to about 61.6 µM), without a hit: at the top dose activity, negative = inhibition, actives largely listed as inhibitors; active = well fitted inhibition curve with a large enough effect, not every such curve was filed as active; inactive = no such curve, though single readings can be large or run the other way; note: % is set by controls: 0 for no effect and ±100 for the full control effect; nearly all actives have a fitted effect of over 30% in size; many of its hits are not listed in these tables
# Target sequence (P63096 whole entry, looked up): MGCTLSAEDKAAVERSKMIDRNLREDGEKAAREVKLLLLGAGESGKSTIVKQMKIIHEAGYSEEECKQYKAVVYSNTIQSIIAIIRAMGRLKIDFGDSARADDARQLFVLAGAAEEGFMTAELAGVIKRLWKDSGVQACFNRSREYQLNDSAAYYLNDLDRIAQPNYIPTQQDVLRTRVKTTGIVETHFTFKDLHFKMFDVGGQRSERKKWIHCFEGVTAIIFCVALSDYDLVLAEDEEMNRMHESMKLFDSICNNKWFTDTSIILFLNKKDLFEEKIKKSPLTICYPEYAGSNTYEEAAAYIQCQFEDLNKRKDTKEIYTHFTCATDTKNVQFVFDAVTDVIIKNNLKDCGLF
# NPSR antag: antagonists of human neuropeptide S receptor cAMP signaling; Q6W5P4; CHO-NPSR cells, cAMP TR-FRET, antagonist mode; Potency, µM (doses to about 38.3 µM), inactives show top-dose activity change, negative = inhibition, most hits filed as inhibitors; 220,000 compounds, 1% hits; AID 1461; note: % is set by controls: 0 for no effect and ±100 for the full control effect; nearly all actives have a fitted effect of over 50% in size; many of its hits are not listed in these tables
# KinaseGlo FLuc: counter-screen: inhibitors of Kinase-Glo firefly luciferase; Q27757; Potency, µM (doses to about 38.3 µM), without a hit: top-dose activity change, negative = inhibition, most hits filed as inhibitors; Kinase-Glo luciferase, ATP luminescence, 8 min; 200,000 compounds, 0.28% hits; note: % is set by controls: 0 for no effect and ±100 for the full control effect; nearly all actives have a fitted effect of over 60% in size
#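 Luminescence was the read-out, taken after 8-minute incubation at ambient temperature. Luciferase turned over luciferin with 10 uM ATP in imidazole pH 7.2 buffer containing KCl, MgCl2, Tween 20 and BSA.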
# RECQ1 inh: inhibitors of human RECQ1 DNA helicase; RECQ1 DNA unwinding, red fluorescence kinetic read; P46063; Potency, µM (highest dose often 57.3 µM), without a hit: top-dose activity, negative = inhibition, hits mostly inhibitors; AID 2549; 240,000 compounds, 0.54% hits;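 note: plate controls were vehicle for no effect and no enzyme for full effect; nearly all actives have a fitted effect of over 30% in size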
# Target sequence (P46063 whole entry, looked up): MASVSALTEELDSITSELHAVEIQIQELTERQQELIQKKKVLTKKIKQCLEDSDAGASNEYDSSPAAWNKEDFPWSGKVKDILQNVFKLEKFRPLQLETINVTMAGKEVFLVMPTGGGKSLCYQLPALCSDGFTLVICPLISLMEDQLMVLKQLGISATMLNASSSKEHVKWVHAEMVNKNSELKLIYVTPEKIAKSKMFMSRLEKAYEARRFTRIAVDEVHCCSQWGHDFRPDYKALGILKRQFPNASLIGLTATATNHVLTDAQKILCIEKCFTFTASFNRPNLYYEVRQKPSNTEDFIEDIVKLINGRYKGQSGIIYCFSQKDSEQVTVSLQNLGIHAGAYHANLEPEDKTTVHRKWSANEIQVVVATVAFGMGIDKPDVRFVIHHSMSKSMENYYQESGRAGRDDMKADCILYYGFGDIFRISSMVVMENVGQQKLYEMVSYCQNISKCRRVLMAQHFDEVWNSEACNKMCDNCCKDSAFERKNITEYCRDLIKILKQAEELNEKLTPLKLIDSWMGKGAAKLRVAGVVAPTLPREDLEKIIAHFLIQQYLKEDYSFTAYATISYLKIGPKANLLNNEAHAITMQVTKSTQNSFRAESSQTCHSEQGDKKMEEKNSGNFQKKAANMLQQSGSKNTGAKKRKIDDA
#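 50 nM RECQ1T1 preincubated 15 min with compound in Tris pH 8.0 buffer with MgCl2, DTT, Tween-20 and 2.5 ug/ml poly(dI-dC); started with 200 nM TAMRA/BHQ-2 forked duplex and 2 mM ATP. Unwinding read as fluorescence (525/598 nm), two reads 2 h apart.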
# Epigenetic reg: epigenetic control regulation, reporter derepression; Potency, µM (doses to about 53.9 µM), for the others: at the highest dose GFP activation, most hits filed as activators; AID 1865; murine LDR cells, GFP reporter derepression, 30 h; 280,000 compounds, 0.2% hits; note: % of control where 0% means no effect; nearly all actives have a fitted effect of over 60% in size
#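 GFP-positive cell count by laser-scanning cytometry (objects 20–120 um) after 30 h, 37 C compound exposure of murine LDR cells; reporter is CMV-GFP integrated at a silenced locus, inducible by HDAC or DNMT inhibitors.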
# KDM4E inh: blocks human JMJD2E demethylase activity | JMJD2E catalytic domain, FDH-coupled NADH fluorescence (FDH is formaldehyde dehydrogenase) | 230,000 compounds, 1.6% hits | Potency, µM (doses to about 57.1 µM), inactives show at the highest dose activity change, negative = inhibition, most hits filed as inhibitors | AID 2147; active = well fitted inhibition curve with a large enough effect, not every such curve was filed as active; inconclusive = small, poorly fitted or top-dose-only effect, or another doubt; inactive = no such curve, though single readings can be large or run the other way;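 note: 0% = wells with enzyme and -100% = buffer wells without enzyme; nearly all actives have a fitted effect of over 50% in size; many of its hits are not listed in these tables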
# SMN2 splice up: enhancers of SMN2 splice variant expression | HEK293 SMN2-luciferase splicing reporter, luminescence, 30-36 h | Potency, µM (top dose mostly 46.1 µM), without a hit: top-dose activity change, positive = activation, actives largely listed as activators | 210,000 compounds, 2.8% hits; note: % of control where 0% means no effect; nearly all actives have a fitted effect of over 55% in size
#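 HEK293 cells carry an SMN2 minigene-luciferase reporter in which exon 7 inclusion puts luciferase in frame. Cells were seeded at 2000 cells/well, attached for 10-12 hours, then exposed to compounds for 30-36 hours at 37C before ONE-Glo luminescence.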
# IMPase Li inh: cell-permeable IMPase inhibitors with lithium potentiation | CHO-M1 cells, IP1 TR-FRET (IP-One), carbachol + lithium | Potency, µM (highest dose often 59.4 µM), for the others: top-dose activity, negative = IMPase inhibition, hits mostly inhibitors | 210,000 compounds, 0.35% hits | AID 1457;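 note: IP1 builds up when IMPase is blocked and the TR-FRET signal falls; plate controls were basal vehicle for no effect and high inhibitor control for full effect; nearly all actives have a fitted effect of over 50% in size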
#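 Test compounds were applied to CHO-M1 cells previously cultured for 16–30 h at 2000 per well. A small lithium amount accompanied them; after 30 min at 37C, IP1 was quantified by TR-FRET.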
# * = called active by the depositor; i = inactive; ? = inconclusive; nt = no result given; [ ] = dose if it differs, or a comment. Unless noted, calls come from the whole dose curve; as a rule, active = well fitted curve in the direction sought with a large enough effect; inconclusive = small, poorly fitted or top-dose-only effect, or another doubt; inactive = no such curve, though single readings can be large; an effect the other way counts as inactive or inconclusive. Potency is the fitted concentration of half-maximal effect. These rows are one share of the data. The share of hits here may be higher or lower than overall.
smiles,GoLoco inh red,NPSR antag,KinaseGlo FLuc,RECQ1 inh,Epigenetic reg,KDM4E inh,SMN2 splice up,IMPase Li inh
Cc1nc2c(c(=O)c3ccccc3n2C)c(=O)n1-c1ccc(F)cc1,7%,11%[7.67 µM],nt,26%,-0.3%,-1%,nt,nt
O=C(CSc1nnc(-c2ccc(C(F)(F)F)cn2)o1)Nc1ccccc1Cl,16%,13%,nt,6%,1.6%,-9%,nt,nt
CCOC(=O)Cc1c(C)nc2c(-c3ccccc3)c(C)nn2c1C,14%,?,-1%,-2%,0.8%,6%,-11%,12%
c1cncc(CSc2ccc(-c3ccc4c(c3)OCO4)nn2)c1,-4%,8%,-5%,-14%,-2.4%,-1%,1%,5%
COC(=O)c1c(NC(=O)c2ccccc2N(C)S(=O)(=O)c2ccccc2)sc2c1CCCC2,7%,-22%[46.1 µM],5%,0%,1.0%,-6%,2%,6%
O=c1cnnc(SCc2ccc([N+](=O)[O-])cc2)[nH]1,-24%,3%,5%,-2%,-7.9%,-1%,-37%,3%
O=C1C2C(C(=O)N1CC1CCCO1)C1C=CC2C12CC2 (stereo unspecified),-3%,2%[46.1 µM],2%,i,-1.7%,-2%,3%,-3%[38.3 µM]
CCCCCC(=O)N(CN1C(=O)CCC1=O)c1ccccc1,4%,-7%[46.1 µM],4%,-10%,-0.8%,4%,-13%,13%[38.3 µM]
COc1cccc(C2(c3cccc(OC)c3)CC2C(=O)Nc2ccccc2Cl)c1 (stereo unspecified),4%,-22%,-1%,-9%,0.0%,16%,36%,9%
Cc1cc(S(=O)(=O)NC2CCCCC2)ccc1OCC(=O)NCc1cccnc1,9%,-9%[46.1 µM],-3%,i,-2.7%,5%,-3%,33%[activator][38.3 µM]
COCCN1Cc2cc3cc(C)ccc3nc2SC1=Nc1ccc(OC)cc1,10%,43%,3%,-13%,0.2%,-3%,-5%,17%
Cc1[nH]cnc1CSCCN,1%,-11%[46.1 µM],-3%,-13%,0.2%,-10%,10%,2%[38.3 µM]
COc1ccccc1NC(=O)c1oc2ccc(C)cc2c1C,4%,-26%[46.1 µM],14%,-7%,-0.5%,?,?,6%[38.3 µM]
CC1=CC(c2ccccc2)n2nc(N3C(=O)CCC3=O)nc2N1 (stereo unspecified),3%,-2%[46.1 µM],0%,-2%,0.0%,?,6%,5%
CCCCCOc1ccc(Br)cc1CSC(=N)N,-6%,?,4%,-1%,0.0%,-8%,-57%[inhibitor],9%
COc1ccc([N+](=O)[O-])cc1NC(=O)N(C)Cc1ccco1,2%,7%,nt,-2%,0.1%,2%,nt,nt
CCN1C/C(=C/c2cccs2)c2nc3ccccc3c(C(=O)O)c2C1,7%,13%,nt,11%,-1.0%,25µM*,nt,nt
Cc1ccc(NC2=NCC(=O)N2Cc2cccs2)cc1C,11%,18%,4%,21%,1.2%,-2%,?,5%
CSc1c(-c2ccccc2)nc2ccccc2c1C(=O)O,0%,-11%[46.1 µM],-3%,-6%,0.0%,0%,-12%,-5%[38.3 µM]
COc1ccc(CCNC(=O)CN2CCN(c3cccc(C(F)(F)F)c3)CC2)cc1,5%,-13%[46.1 µM],-2%,i,-2.2%,5%,2%,26%[38.3 µM]
O=C(O)CC(NS(=O)(=O)c1cccc2nsnc12)c1ccc(F)cc1 (stereo unspecified),nt,-7%[46.1 µM],nt,-3%,0.0%,1%,nt,nt
CN(C)CCCNC1CS(=O)(=O)CC1O (stereo unspecified),-1%,0%[46.1 µM],-5%,3%,-1.4%,11%,?,27%[38.3 µM]
COc1ccc(N(CC(=O)N2CCCC(C)C2)S(=O)(=O)c2c(C)nn(C)c2C)cc1 (stereo unspecified),7%,7%[46.1 µM],15%,-10%,1.0%,-6%,0%,14%[38.3 µM]
CC(C)Nc1nc(Cl)nc(N(C#N)CN2C(=O)c3ccccc3S2(=O)=O)n1,-10%,50%,nt,10%,-1.7%,18%,nt,nt

# Full records from above.
# `CCN1C/C(=C/c2cccs2)c2nc3ccccc3c(C(=O)O)c2C1` is listed as GoLoco inh red: 7%; NPSR antag: 13%; KinaseGlo FLuc: nt; RECQ1 inh: 11%; Epigenetic reg: -1.0%; KDM4E inh: 25µM*; SMN2 splice up: nt; IMPase Li inh: nt
# `CN(C)CCCNC1CS(=O)(=O)CC1O` (stereo unspecified) is listed as GoLoco inh red: -1%; NPSR antag: 0%[46.1 µM]; KinaseGlo FLuc: -5%; RECQ1 inh: 3%; Epigenetic reg: -1.4%; KDM4E inh: 11%; SMN2 splice up: ?; IMPase Li inh: 27%[38.3 µM]

# (next part)
smiles,GoLoco inh red,NPSR antag,KinaseGlo FLuc,RECQ1 inh,Epigenetic reg,KDM4E inh,SMN2 splice up,IMPase Li inh
O=C(C[n+]1ccccc1)c1ccc(NC(=O)c2ccccc2)cc1,8%,-11%,0%,i,-1.1%,-19%,nt,19%
CC(=O)Nc1ccc(S(=O)(=O)Nc2nc(C)nc3sc4c(c23)CCC4)cc1,5%,-4%,nt,3%,-0.3%,-22%,nt,nt
CN=c1scc(-c2ccco2)n1/N=C/c1ccc(O)c(O)c1,2%,-6%,-8%,-15%,0.0%,25µM*,7.9µM*,17%
CCN(CC)C(=O)CSc1ncnc2c(-c3cccs3)nsc12,29%,-21%[46.1 µM],2%,-13%,0.0%,?,13%,4%[38.3 µM]
Cc1cc(=O)n(C)c(=O)n1CCCCCN1CCCC1,9%,-1%[46.1 µM],1%,-8%,-0.8%,?,0%,12%[38.3 µM]
O=C(CSc1ccc2nnc(-c3ccncc3)n2n1)Nc1ccc2c(c1)OCCO2,4%,-3%[46.1 µM],-1%,0%,-1.0%,7%,-22%,2%[38.3 µM]
COCCCNC(=O)CNC(=S)N(Cc1cc(OC)c(OC)c(OC)c1)C1CCCC1,5%,8%,3%,-1%,-1.1%,12%,0%,1%
CC1(c2nnc(-c3ccccc3)o2)CC(c2cccnc2)=NO1 (stereo unspecified),4%,17%,nt,-6%,-1.6%,-19%,nt,nt

# 3 compounds from above, ordered by SMILES length, descending.
smiles,GoLoco inh red,NPSR antag,KinaseGlo FLuc,RECQ1 inh,Epigenetic reg,KDM4E inh,SMN2 splice up,IMPase Li inh
CC(=O)Nc1ccc(S(=O)(=O)Nc2nc(C)nc3sc4c(c23)CCC4)cc1,5%,-4%,nt,3%,-0.3%,-22%,nt,nt
O=C(C[n+]1ccccc1)c1ccc(NC(=O)c2ccccc2)cc1,8%,-11%,0%,i,-1.1%,-19%,nt,19%
CC1(c2nnc(-c3ccccc3)o2)CC(c2cccnc2)=NO1 (stereo unspecified),4%,17%,nt,-6%,-1.6%,-19%,nt,nt

# Following part:
smiles,GoLoco inh red,NPSR antag,KinaseGlo FLuc,RECQ1 inh,Epigenetic reg,KDM4E inh,SMN2 splice up,IMPase Li inh
N/C(=N\OC(=O)COc1cc(Cl)c(Cl)cc1Cl)c1ccncc1,-4%,-24%,3%,i,5.4%,-3%,14µM*,2%
Cc1ccc(Cn2ncc3c(N4CCN(c5ccccc5C)CC4)ncnc32)cc1,0%,-21%[46.1 µM],1%,-14%,0.0%,?,-74%[inhibitor],28%[38.3 µM]
COc1ccc2[nH]c(=O)c(CN(C(=O)c3cccnc3)c3ccccc3C)cc2c1,10%,-6%,nt,1%,0.1%,?,nt,nt
Cc1nn(Cc2ccc(F)cc2Cl)c(C)c1[N+](=O)[O-],5%,6%,-2%,24%,3.8%,13%,1%,2%
CCOC(=O)c1c(C)[nH]c(C)c1C(=O)COC(=O)c1cc(OC)cc(OC)c1,9%,-21%,6%,i,1.1%,-9%,5%,6%
CC(=O)NC1C(=O)N(C)c2ccc(Br)cc21 (stereo unspecified),-6%,-2%[46.1 µM],-1%,-10%,-0.9%,11%,16%,6%[38.3 µM]
CCOC(=O)c1cc2sccc2n1CC(=O)c1ccc2c(c1)OCCO2,4%,?,-1%,-21%,-2.2%,-2%,-10%,13%[38.3 µM]
S=C(NCC1CC1)N/N=C/c1ccccc1Cl,-5%,56%,nt,-5%,-2.1%,2%,nt,nt
CN(Cc1ccccc1)C(=O)Cn1nc(C(F)(F)F)c2c1CCC2,-3%,-23%[46.1 µM],10%,i,-2.4%,4%,0%,1%[38.3 µM]
CC(C)(C)C(=O)C(Cc1ccccc1)n1cncn1 (stereo unspecified),-12%,10%[46.1 µM],-1%,-15%,3.1%,-5%,-5%,31%[38.3 µM]
CN(CC(=O)N1CCCC1)S(=O)(=O)c1ccc(Cl)cc1,1%,-7%[46.1 µM],3%,-9%,-0.2%,2%,-15%,15%[38.3 µM]
COc1ccccc1N1CCN(CCCOc2ccc(F)cc2)CC1,8%,-10%[46.1 µM],2%,-7%,-0.2%,-25%,-4%,14%[38.3 µM]
CCn1c(CSc2n[nH]c(N)n2)nc2cc(C(=O)O)ccc21,3.5µM*,3%,-5%,32µM*,-3.3%,-11%,-14%,6%
N#Cc1cc(-c2ccccc2)nnc1Oc1ccccc1,7%,-14%[46.1 µM],0%,-2%,1.0%,-4%,-49%[inhibitor],5%[38.3 µM]
C/C(N)=C(/C#N)C(=O)COC(=O)c1ccccc1Oc1ccccc1,0%,-12%,0%,0%,0.0%,9%,11%,30%
CCOc1cc(C#N)c(NC(=O)CSc2nnnn2-c2ccc(OC)cc2)cc1OCC,nt,-10%[46.1 µM],nt,i,-1.5%,5%,nt,nt
Cc1ccccc1-n1c(C)cc(/C=N/NC(=O)c2ccncc2)c1C,7%,?,-4%,i,-0.1%,4%,4%,1%[38.3 µM]
O=C(NCc1ccco1)c1cc(S(=O)(=O)N2CCOCC2)c(Cl)cc1Cl,5%,-8%[46.1 µM],1%,i,0.0%,-2%,-36%[inhibitor],-9%[38.3 µM]
C/C(=N\NC(=O)COc1ccccc1)c1cccs1,2%,14%,-1%,3%,1.8%,5%,?,11%
Cc1ccc(S(=O)(=O)NC(=O)NC(C)Cc2ccccc2)cc1 (stereo unspecified),6%,-2%,-1%,-11%,-1.1%,-6%,nt,-4%
O=S(=O)(c1cc(Cl)ccc1Cl)N1CCCCC1,-9%,-9%[46.1 µM],-1%,-15%,-6.9%,-2%,-8%,0%[38.3 µM]
CSc1ncc(-c2ccc(Cl)cc2)[nH]1,6%,20%,nt,-27%,4.3%,-19%,nt,nt

# High-throughput results: PubChem, National Center for Advancing Translational Sciences (NCATS)
